PP5 primary: blocks human protein phosphatase 5 activity; P53041; purified PP5c, OMFP substrate fluorescence; inhibition, % at 6.7 µM; actives 0.18% (n = 320,000); AID 1987;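 active = inhibition above the campaign's mean inhibition across all tested compounds plus 3 SD, cut at about 9.5% in these data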;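 also: 0% = DMSO only and 100% = 100 µM cantharidin control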
Target sequence (P53041 whole entry, looked up): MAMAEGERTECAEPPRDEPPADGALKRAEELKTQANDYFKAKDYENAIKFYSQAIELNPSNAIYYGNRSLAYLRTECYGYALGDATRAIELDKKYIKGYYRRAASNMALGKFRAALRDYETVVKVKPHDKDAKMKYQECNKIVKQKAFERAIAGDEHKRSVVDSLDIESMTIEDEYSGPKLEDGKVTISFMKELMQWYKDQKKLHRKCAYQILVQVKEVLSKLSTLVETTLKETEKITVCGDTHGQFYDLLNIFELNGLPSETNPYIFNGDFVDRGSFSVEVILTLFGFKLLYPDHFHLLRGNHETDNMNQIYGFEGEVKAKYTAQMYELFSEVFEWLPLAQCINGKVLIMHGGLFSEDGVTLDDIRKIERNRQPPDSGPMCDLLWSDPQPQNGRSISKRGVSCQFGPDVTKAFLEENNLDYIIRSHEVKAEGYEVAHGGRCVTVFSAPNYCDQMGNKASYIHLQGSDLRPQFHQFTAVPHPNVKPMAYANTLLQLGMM
HCV core dimer: HCV core protein dimerization inhibition. TR-FRET GST/Flag-core106 dimerization, 1536-well. AID 1899. inhibition, % at 5 µM. actives 0.33% (n = 300,000);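 active = inhibition above the mean of all tested compounds plus 3 SD, set per screening campaign, cut at about 45% in these data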
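Assay system – GST-tagged and Flag-tagged HCV core protein residues 1-106 · Quantity – core106 proteins, GST 13.5 nM and Flag 17 nM · Benchmarks – unlabelled core106 and no-GST-core106 wells · Read-out basis – percent inhibition of core106 dimerization signal · Detection – time-resolved FRET, ex 340 nm, em 617 and 671 nm · Schedule – 4 h at 22.5 °C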
Efflux pump inh: blocks antifungal efflux pumps in multiplex yeast assay | actives 0.44% (n = 330,000) | inhibition, % at 10 µM | S. cerevisiae Candida pump triplex, Nile Red efflux;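 active = plate passing quality check with inhibition over a set limit, or well fluorescence over plate mean plus 4 SD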;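 also: Nile Red retained in pooled yeast measured as flow cytometry median fluorescence; 0% = buffer negative control and 100% = Enniatin B positive control; higher means more Nile Red kept so more efflux inhibition; some compounds called inactive have numbers as strong as hits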
GASC-1 inh: inhibitors of human GASC-1 (JMJD2C) demethylase; actives 0.069% (n = 330,000); GST-JMJD2C(1-420) H3K9me3 demethylation, DELFIA europium; inhibition, % at 2.35 µM; Q9H3R0;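 active = more than half of a compound's replicate wells show inhibition beyond 50%, single wells judged on their own value; inconclusive = some, but no more than half, of replicates pass 50% inhibition; inactive = no replicate passes 50% inhibition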;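 also: signal counts dimethyl H3K9 product captured on neutravidin plate; 0% = median of DMSO wells and 100% = 0.3 times that DMSO median; strong numbers were not always called active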
TPT1 inh: C. albicans TPT1 enzyme inhibition; recombinant caTPT1, FP RNA substrate dephosphorylation; inhibition, % at 5 µM; actives 0.81% (n = 300,000); AID 1962;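 active = inhibition above the mean of all tested compounds plus 3 SD, set per screening campaign, cut at about 24% in these data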;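 also: plate controls were DMSO alone for no effect and ferristatin control at 100 nM for full effect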
PP1 inh: blocks human PP1-alpha phosphatase, a PP5 counter-screen | purified PP1alpha, OMFP fluorescence | inhibition, % at 6.7 µM | actives 0.9% (n = 320,000) | AID 2235;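 active = inhibition above the mean inhibition of all tested compounds plus 3 SD, computed separately for each screening campaign, cut at about 15% in these data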
Target sequence (P62136 whole entry, looked up): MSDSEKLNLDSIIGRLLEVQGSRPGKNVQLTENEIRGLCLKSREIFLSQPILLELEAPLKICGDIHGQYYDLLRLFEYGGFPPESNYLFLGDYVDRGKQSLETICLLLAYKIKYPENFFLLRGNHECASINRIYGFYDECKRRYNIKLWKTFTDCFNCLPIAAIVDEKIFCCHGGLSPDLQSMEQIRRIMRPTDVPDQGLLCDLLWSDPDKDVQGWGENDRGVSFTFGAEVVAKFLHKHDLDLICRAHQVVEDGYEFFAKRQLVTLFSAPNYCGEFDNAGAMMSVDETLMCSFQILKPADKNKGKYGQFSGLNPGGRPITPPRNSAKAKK
proCasp3 act: activates human procaspase-3; recombinant procaspase-3 D3A, Ac-DEVD-pNA absorbance 405 nm; activation, % at 8.5 µM; actives 0.11% (n = 330,000); AID 463141;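 active = activation above the mean of all tested compounds plus 3 SD, cut at about 21% in these data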;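 also: 0% = DMSO alone and 100% = DMSO wells spiked with extra 5 µM PC-3 D3A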
Target sequence (P42574 whole entry D9A/D28A/D175A): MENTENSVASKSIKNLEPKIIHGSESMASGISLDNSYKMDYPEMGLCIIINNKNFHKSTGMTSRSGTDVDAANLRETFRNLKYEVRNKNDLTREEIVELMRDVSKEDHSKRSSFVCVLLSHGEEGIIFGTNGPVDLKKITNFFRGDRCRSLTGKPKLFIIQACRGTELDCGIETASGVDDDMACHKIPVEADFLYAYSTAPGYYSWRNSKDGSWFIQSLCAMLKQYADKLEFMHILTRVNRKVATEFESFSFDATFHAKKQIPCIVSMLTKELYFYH
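Assay system – Procaspase-3 D3A mutant · Benchmarks – DMSO low control, extra-enzyme high control · Technique – 405 nm absorbance of p-nitroaniline, reads at 0 and 120 min · Doses – 8.5 µM nominal · Measure – % activation between DMSO and enzyme-spiked controls · Also added – Ac-DEVD-pNA chromogenic peptide substrate · Schedule – 1 h compound preincubation, 2 h substrate hydrolysis at 25 °C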
procasp7 counter: activates human procaspase-7, counter-screen for procaspase-3 activators | actives 0.093% (n = 330,000) | activation, % at 8.5 µM | recombinant procaspase-7, Ac-DEVD-pNA absorbance 405 nm; D23A/D198A/D206A triple mutant, cannot self-cleave; scale: DMSO 0, 5 µM enzyme 100;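 active = percent activation above the screen-wide mean plus 3 SD, cut at about 25% in these data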
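Material: Procaspase-7 triple mutant (PC-7 D3A) | Quantity: 2 µM procaspase-7 mutant as dispensed | Reagent: DEVD-pNA substrate | Times: 1 h preincubation, 2 h reaction | Technique: 405 nm absorbance of p-nitroaniline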
Fh CTSL1 inh: counter-screen for PFM18AAP inhibitors: inhibitors of F. hepatica cathepsin L1 | AID 1906 | actives 0.49% (n = 300,000) | inhibition, % at 5.96 µM | recombinant F. hepatica cathepsin L1, Z-Leu-Arg-MCA fluorescence;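 active = inhibition above the mean of all tested compounds plus 3 SD, set per screening campaign, cut at about 17% in these data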;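 also: 0% = plate median of test compound wells and 100% = 1 µM Z-Phe-Ala-diazomethylketone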
* marks the source's active call; other numbers are inactive results; u = inconclusive; x = not tested or not shown; & = joins results of further samples.

SMILES | PP5 primary | HCV core dimer | Efflux pump inh | GASC-1 inh | TPT1 inh | PP1 inh | proCasp3 act | procasp7 counter | Fh CTSL1 inh
COc1ccc(S(=O)(=O)NC(C)c2ccccc2)cc1C(=O)N1CCCCC1 (stereo unspecified) | 0.4 | -1 | 0.2 | 17 | -2 | -5 | 5 | 5 | 1
FC(F)(F)c1ccc(-c2nnc(-c3ccccn3)c(-c3ccccn3)n2)nc1 | -0.1 | 1 | 0.1 | -20 | -1 | -10 | -5 | 5 | -1
COC(=O)c1ccc(S(=O)(=O)NCc2ccc(S(N)(=O)=O)cc2)n1C | 0.8 | -1 | -0.1 | -12 | -5 | -1 | -2 | 0 | -5
CCn1c(/N=C/c2ccc(OC)cc2O)nc2ccccc21 | -1.5 | 7 | -0.1 | -6 | 0 | -1 | 8 | -2 | -4
O=C(c1ccccc1OCc1ccccc1Br)N1CCN(c2ncccn2)CC1 | 0.2 | 1 | 0.0 | -2 | -2 | -2 | 2 | 1 | 0
Oc1ccccc1N1CCN(C(=S)NCCc2ccccc2)CC1 | 2.2 | 8 | 0.1 | 18 | 2 | -2 | 0 | -3 | -3
O=C(CSc1n[nH]c(-c2ccco2)n1)Nc1ccccc1F | -1.2 | -3 | 0.1 | 2 | 2 | 0 | 1 | 9 | -2
Cc1cccc(NC(=O)c2cc(Cl)nc3ccccc23)c1 | 2.6 | -2 | -0.1 | 7 | -10 | 4 | 4 | -15 | 0
CC(=O)Nc1cccc(NC(=O)Nc2ccc(C(C)=O)cc2)c1 | 1.9 | 0 | 0.3 | -7 | 1 | 0 | 0 | 4 | -2
Cc1ccccc1NC(=O)C1CCCN(S(=O)(=O)c2ccc(-n3cnnn3)cc2)C1 (stereo unspecified) | 1.4 | 10 | 0.1 | -32 | -1 | 1 | -1 | 3 | 1
O=C(CNC(=O)c1ccccc1F)N/N=C/c1cn[nH]c1-c1ccccc1 | 0.5 | -6 | 0.0 | -1 | -4 | -1 | 3 | 3 | 0
COc1ccc(CCNC(=O)CC(=O)N/N=C/c2ccc(Br)cc2)cc1OC | 0.7 | -8 | 0.1 | -14 | -1 | 0 | 9 | -4 | 2
CC1CCN(C(=O)C2CCN(S(=O)(=O)c3cccc4nsnc34)CC2)CC1 | -3.9 | -1 | 0.0 | -4 | 0 | -4 | 7 | 11 | -4
O=S1(=O)CCOC[C@H](Cc2ccccc2)N1Cc1cccc(C(F)(F)F)c1 | 8.1 | -4 | -0.2 | 3 | -4 | 7 | -3 | -9 | 4
CC(C)Cc1nc(NCCN2CCOCC2)c(C#N)c2c1COC(C)(C)C2 | 0.9 | -7 | 0.2 | -1 | -5 | -4 | -1 | 5 | 5
Cc1cc(O)ccc1-c1cnc2ccccc2n1 | 1.4 | 4 | 0.1 | 17 | 2 | -2 | 4 | -7 | -2
CCOc1ccc(C(=O)C(C)OC(=O)c2nc(Cl)ccc2Cl)cc1 (stereo unspecified) | 2.9 | -1 | -0.1 | 5 | 0 | -1 | -10 | -2 | 1
O=C(NCc1ccccc1)c1cncc(Br)c1 | -0.5 | 4 | 0.2 | -1 | -2 | -4 | -2 | 6 | 5
O=C(Cn1nnc(-c2ccccc2NC(=O)C2CC2)n1)NC1CCCCC1 | -0.7 | 3 | -0.1 | 3 | 0 | 1 | 12 | -13 | 2
Cc1cc(NC(=O)CSc2nnnn2-c2ccc(C)c(C)c2)no1 | 0.2 | 1 | 0.0 | 9 | -1 | 0 | -5 | -7 | -6

A different layout for 2 compounds above.
| smiles | PP5 primary | HCV core dimer | Efflux pump inh | GASC-1 inh | TPT1 inh | PP1 inh | proCasp3 act | procasp7 counter | Fh CTSL1 inh |
| --- | --- | --- | --- | --- | --- | --- | --- | --- | --- |
| COC(=O)c1ccc(S(=O)(=O)NCc2ccc(S(N)(=O)=O)cc2)n1C | 0.8 | -1 | -0.1 | -12 | -5 | -1 | -2 | 0 | -5 |
| O=C(c1ccccc1OCc1ccccc1Br)N1CCN(c2ncccn2)CC1 | 0.2 | 1 | 0.0 | -2 | -2 | -2 | 2 | 1 | 0 |

Going on with the list:
SMILES | PP5 primary | HCV core dimer | Efflux pump inh | GASC-1 inh | TPT1 inh | PP1 inh | proCasp3 act | procasp7 counter | Fh CTSL1 inh
O=C(Nc1ccc(N2CCN(C(=O)c3ccco3)CC2)c(Cl)c1)c1cccs1 | 4.8 | 10 | 0.3 | -12 | -3 | -2 | 3 | 10 | -4
Cc1ccc(S(=O)(=O)N2CCC(NC(=O)c3cccc(C)c3)CC2)cc1 | 2.5 | 2 | 0.0 | 2 | 14 | -3 | 1 | 10 | -2
CC(=O)OC1COC(n2ccc3cc([N+](=O)[O-])ccc32)C(OC(C)=O)C1OC(C)=O (stereo unspecified) | -2.6 | -3 | -0.1 | 0 | 2 | -5 | 5 | 7 | -1
CCc1ccc(S(=O)(=O)Nc2c(NC3CCCCC3)c3ccccc3oc2=O)cc1 | 2.8 | 3 | -0.1 | -7 | -6 | 5 | 6 | 3 | 6
Cc1ccc(S(=O)(=O)N(C)C[C@@H]2Oc3ccc(NS(C)(=O)=O)cc3CC(=O)N([C@H](C)CO)C[C@@H]2C)cc1 | x | x | -0.1 | 7 | x | x | 1 | -8 | x
CCN(C(=O)Cc1nc(N)n[nH]1)C1(C(=O)Nc2ccccc2)CCCCC1 | -1.1 | -1 | 0.0 | -7 | 1 | -3 | 2 | 4 | -2
CCOC(=O)C(c1ccccc1)C(Nc1ccc(F)cc1)c1ccccn1 (stereo unspecified) | 3.7 | 0 | 0.0 | u | -3 | -1 | -1 | -8 | -3
CS(=O)(=O)N1CCN(c2ccccc2NC(=O)CSc2nnc(-c3ccco3)o2)CC1 | -0.5 | -3 | -0.2 | 2 | -2 | -3 | 1 | 5 | 0
CCO[C@@H]1OC(C(=O)O)=C[C@H](c2ccccc2)[C@H]1CCCO | 1.1 | 8 | x | 2 | 0 | 0 | 7 | 11 | -5
O=C(N[C@@H](Cc1ccccc1)C(=O)O)c1c(F)c(F)c(F)c(F)c1F | 1.3 | -14 | -0.1 | -5 | -1 | 6 | 1 | 3 | -2
CC1=CC(c2ccc(Cl)cc2)n2ncnc2N1 (stereo unspecified) | 4.4 | -2 | 0.0 | -4 | 2 | -1 | -3 | -2 | -1
CCOc1ccc(CCNC(=O)CN(C)S(=O)(=O)c2cccs2)cc1OCC | -0.8 | 2 | 0.0 | 3 | 2 | -3 | -4 | 3 | 3
CS(=O)(=O)N1CCC(Oc2ccccc2C(=O)N2CCN(CC3CC3)CC2)CC1 | 1.7 | 2 | -0.1 | 2 | 0 | -5 | 1 | 5 | 3
CCN1CC=C2C(C#N)=C(N)C(C#N)(C#N)C(c3cc(Cl)ccc3Cl)C2C1 (stereo unspecified) | 0.3 | 20 | 0.1 | 6 | -33 | 6 | -3 | -3 | 5
CC(=O)Nc1ccc(N=NC2C(=O)N(C(N)=S)N=C2C)cc1 (stereo unspecified) | 0.2 | -18 | -0.1 | 2 | 3 | -2 | 2 | -3 | 6
CCOC(=O)C1=C(c2ccccc2)NC(=O)NC1c1cc(Br)c(O)c(OC)c1 (stereo unspecified) | -0.4 | -4 | -0.2 | -6 | -10 | -1 | 2 | -4 | 4
CCSc1nc(-c2cccs2)nc2ccccc12 | 0.6 | 14 | 0.1 | -2 | 2 | 1 | 2 | 5 | 1
O=C(COc1ccccc1Cl)NCCc1ccc2c(c1)OCCO2 | -0.6 | 10 | 0.2 | 2 | 2 | 0 | 1 | 4 | -7
Cc1c(NC(=O)c2cccc(-c3cc4ccccc4oc3=O)c2)cccc1-c1nc2ncccc2o1 | 1.0 | -22 | 0.2 | -5 | 2 | 23* | 15 | 10 | -1
CCOc1cc(C)c(S(=O)(=O)Nc2ccc(F)cc2)cc1C | 3.4 | 0 | 0.6 | -4 | -5 | 6 | 0 | -2 | 2
COc1ccc(CS(=O)(=O)CC(C)(O)c2ccc(Cl)cc2)cc1 (stereo unspecified) | 2.5 | 6 | -0.2 | -2 | 0 | 0 | 1 | -5 | -1
COc1cc(OC)c(OC)cc1CN1CCN(Cc2cccn2C)CC1 | -1.4 | 11 | 4.0 | -6 | -3 | 18* | 0 | -17 | -1
Cc1ccc(Nc2c([N+](=O)[O-])c(=O)oc3ccccc23)cc1C | 2.7 | 11 | 0.2 | 0 | 6 | 5 | -14 | 1 | -6
CCOC(=O)N1CCN(C(=O)CN(c2cc(Cl)ccc2OC)S(=O)(=O)c2ccccc2)CC1 | 5.5 | 2 | 0.1 | 0&3 | -5 | 0 | 2 | 7 | 0
COC(=O)CC1C(=O)NCCN1C(=S)NC(=O)C(c1ccccc1)c1ccccc1 (stereo unspecified) | -1.2 | -4 | -0.1 | 6 | 2 | -3 | -6 | 10 | 5
CCCc1cc(=O)oc2cc(OCC(=O)NC(Cc3c[nH]c4ccc(O)cc34)C(=O)O)c(Cl)cc12 (stereo unspecified) | 0.9 | -6 | 0.1 | -1 | 5 | 3 | -5 | -4 | -2
Cc1ccnc(NS(=O)(=O)c2ccc(NC(=O)c3ccc(N4C(=O)CCC4=O)cc3)cc2)n1 | -2.4 | -21 | -0.1 | 3 | -2 | -3 | -4 | -1 | 4
CCOC(=O)N1CCC(NC(=O)CC2C(=O)NCCN2Cc2ccc(C)cc2)CC1 (stereo unspecified) | -0.8 | -2 | 0.1 | -1 | -3 | -4 | 3 | -2 | -1
C/C(=N\NC(=O)c1c(Br)cnn1C)c1ccc(NC(=O)c2ccc(F)cc2)cc1 | 4.2 | -5 | 0.0 | -1 | -4 | 2 | 7 | 3 | 1
CCN(CC)Cc1ccc(OC)c(Cl)c1 | -2.4 | 3 | 0.1 | -2 | 2 | 0 | -8 | 6 | -1
CCCOc1ccc(C(=O)N(CC(C)C)c2c(N)n(Cc3ccccc3)c(=O)[nH]c2=O)cc1 | 0.1 | 5 | -0.1 | 3 | -2 | -1 | 1 | -3 | -2
CCCCn1c(NCCO)nc2ccccc21 | 3.1 | -3 | -0.1 | -6 | -3 | 5 | -3 | -4 | 3
COc1cc(SC)ccc1C(=O)Nc1ccc2c(c1)OCCO2 | -1.2 | 3 | 0.2 | -8 | -1 | 1 | -8 | -7 | -1
Cn1c(=O)c2c(nc(NNC(=O)C(F)(F)F)n2C)n(C)c1=O | -3.2 | -5 | 0.4 | 5 | 2 | -3 | 0 | -5 | -2
CCOc1ccc(C(=O)C[n+]2cccc3cc(C)ccc32)cc1 | 1.9 | 5 | 0.1 | -4 | 10 | 0 | 3 | -4 | -1
NS(=O)(=O)c1ccc(CCNC(=O)COC(=O)COc2cccc(C(F)(F)F)c2)cc1 | 1.2 | x | 0.1 | 9 | x | -1 | -4 | -8 | x

Compound activity: PubChem BioAssay, several laboratories
